TWEAK Fn14 block – inhibitors of TWEAK-Fn14 signaling, primary screen, luciferase reporter cells, uHTS; AID 1159606, 2016; 360,000 tested, 2% active; TWEAK-stimulated Fn14 reporter cells, luciferase luminescence, 8 h; inhibition, % at 10 µM; in the data active = inhibition above about 50%
NCOA3 inh – SRC3 coactivator transcriptional activity inhibitors, primary screen, cell-based, luminescence | Nuclear receptor coactivator 3 (Homo sapiens), Q9Y6Q9 | HEK293 GAL4-SRC3 luciferase reporter | inhibition, % at 3.6 µM | 360,000 tested, 0.17% active | AID 588352, 2011;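 active = inhibition above a per-campaign cutoff, the mean of all compounds plus 3 SD, cut at about 60% in these data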;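 note: 0% = DMSO-treated cells and 100% = gossypol-treated cells at 36 µM; higher means less SRC3-driven luciferase light from the GAL4 reporter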
Target sequence (Q9Y6Q9 whole entry, looked up, the tested form may be a part): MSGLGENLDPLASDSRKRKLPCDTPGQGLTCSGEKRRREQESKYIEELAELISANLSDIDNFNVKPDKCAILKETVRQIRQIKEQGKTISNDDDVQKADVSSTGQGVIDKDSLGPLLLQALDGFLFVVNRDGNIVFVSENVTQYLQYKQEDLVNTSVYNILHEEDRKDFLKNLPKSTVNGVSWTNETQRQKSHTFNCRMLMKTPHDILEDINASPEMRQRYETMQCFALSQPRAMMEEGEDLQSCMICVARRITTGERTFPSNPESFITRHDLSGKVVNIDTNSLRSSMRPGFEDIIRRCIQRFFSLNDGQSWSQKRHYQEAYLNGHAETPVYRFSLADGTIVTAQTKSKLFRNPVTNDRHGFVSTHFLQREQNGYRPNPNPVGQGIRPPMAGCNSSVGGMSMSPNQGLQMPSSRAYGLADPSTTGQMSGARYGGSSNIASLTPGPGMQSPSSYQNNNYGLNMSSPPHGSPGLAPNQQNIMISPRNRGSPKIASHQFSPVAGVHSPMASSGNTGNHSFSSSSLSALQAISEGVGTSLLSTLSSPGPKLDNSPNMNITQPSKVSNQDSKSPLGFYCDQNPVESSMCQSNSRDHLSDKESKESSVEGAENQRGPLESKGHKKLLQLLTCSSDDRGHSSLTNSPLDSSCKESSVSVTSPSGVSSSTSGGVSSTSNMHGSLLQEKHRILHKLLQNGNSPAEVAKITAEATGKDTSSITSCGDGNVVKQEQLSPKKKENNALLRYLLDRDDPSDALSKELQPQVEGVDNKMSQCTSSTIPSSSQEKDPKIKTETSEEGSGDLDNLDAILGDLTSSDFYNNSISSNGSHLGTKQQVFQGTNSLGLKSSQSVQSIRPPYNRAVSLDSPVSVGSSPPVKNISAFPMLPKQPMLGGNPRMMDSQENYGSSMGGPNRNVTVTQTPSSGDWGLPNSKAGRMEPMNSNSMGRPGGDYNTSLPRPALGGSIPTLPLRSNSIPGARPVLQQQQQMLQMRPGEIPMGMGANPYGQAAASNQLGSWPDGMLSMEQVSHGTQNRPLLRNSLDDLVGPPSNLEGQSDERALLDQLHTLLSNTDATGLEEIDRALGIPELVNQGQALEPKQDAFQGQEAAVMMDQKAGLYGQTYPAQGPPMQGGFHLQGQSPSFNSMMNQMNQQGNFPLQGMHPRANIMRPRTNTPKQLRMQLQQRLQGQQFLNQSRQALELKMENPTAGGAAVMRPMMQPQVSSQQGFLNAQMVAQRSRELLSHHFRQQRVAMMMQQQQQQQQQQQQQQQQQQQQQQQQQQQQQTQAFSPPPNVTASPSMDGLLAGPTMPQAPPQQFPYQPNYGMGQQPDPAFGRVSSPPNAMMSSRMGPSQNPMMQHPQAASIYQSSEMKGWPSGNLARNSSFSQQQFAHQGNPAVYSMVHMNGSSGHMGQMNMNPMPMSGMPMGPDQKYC
SRC1 inh – SRC1 coactivator transcriptional activity inhibitors, primary screen, cell-based, luminescence. Nuclear receptor coactivator 1 (Homo sapiens), Q15788. HEK293 GAL4-SRC1 luciferase reporter. inhibition, % at 3.6 µM. 360,000 tested, 0.12% active;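 active = inhibition above the campaign mean plus 3 SD, with each screening campaign given its own cutoff, cut at about 60% in these data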;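 note: 0% = DMSO treated cells and 100% = gossypol at 36 µM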
C8 TRAIL sens – viability loss with TRAIL in NB7+C8 cells, primary screen, TRAIL sensitizer project, cell-based, ATPlite luminescence. inhibition (viability loss, TRAIL sensitization), % at 10 µM. 360,000 tested, 1% active. AID 624354, 2012;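 active = compounds causing at least 50% loss of cell viability in the single-dose screen, relative to plate controls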
NR2F2 inh – NR2F2 transcriptional activity inhibitors, primary screen, cell-based, luciferase reporter, HEK293T, luminescence | COUP transcription factor 2 (Homo sapiens), P24468 | HEK293T NGFI-A luciferase reporter | inhibition, % at 8.6 µM | 370,000 tested, 0.7% active | AID 686940, 2013;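 active = inhibition above a per-plate cutoff, mean inhibition of test wells between control levels plus 3 SD, cut at about 38% in these data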;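 note: cells cotransfected with COUP-TFII expression vector driving the NGFI-A reporter; 0% = median of COUP-TF2 test wells and 100% = reporter-only cells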
TLR9-MyD88 inh – inhibitors of TLR9-MyD88 association in cells, primary screen, cell-based, CHO, BLA complementation, fluorescence; CCF4 FRET ratio; AID 504734, 2011; Toll-like receptor 9 (Homo sapiens) + Myeloid differentiation primary response protein …; inhibition, % at 4.98 µM; 340,000 tested, 0.21% active;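 active = inhibition above the mean over all tested compounds plus 3 SD, cut at about 21% in these data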;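 note: 0% = DMSO only wells and 100% = clavulanate BLA inhibitor control wells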
NOD2-RIPK2 inh – NOD2-RIPK2 binding disruptors in cells, primary screen, fluorescence, CHO cells, BLA complementation; 360,000 tested, 0.38% active; inhibition, % at 4.98 µM; AID 624267, 2012; CCF4 ratio; Receptor-interacting serine/threonine-protein kinase 2 (Homo sapiens), O43353; in the data active = inhibition above about 21%;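 note: 0% = vehicle only and 100% = reference blocker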
NCOA2 inhibitor – inhibition of GAL4-SRC2 driven luciferase reporter, primary screen, SRC2 inhibitor project, cell-based, luminescence. HEK293 GAL4-SRC2 luciferase reporter. inhibition, % at 9 µM. 370,000 tested, 0.17% active;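 active = inhibition above the mean inhibition of all tested compounds plus 3 SD, set per campaign, cut at about 52% in these data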;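 note: 0% = DMSO treated cells and 100% = cells given Gossypol at 36 µM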
LMP1 NFkB inh – EBV LMP1-driven NF-kappaB luciferase reporter inhibitors, primary screen, cell-based, luminescence, single point. LMP1-induced NF-kappaB luciferase reporter cells. inhibition, % at 12.5 µM. 350,000 tested, 0.69% active. AID 504558, 2011; in the data active = inhibition above about 41%;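 note: 0% = neutral control wells and 100% = reference inhibitor control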
TROY signal inh – inhibitors of TROY-driven NF-kB signaling, primary screen, Q293 LMP1-TROYcd cells, NF-kB luciferase, uHTS. Q293 LMP1-TROYcd NF-kB luciferase reporter, 4 h. AID 1347056, 2019. 360,000 tested, 0.98% active. inhibition, % at 10 µM;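 active = compounds whose plate-normalised and pattern-corrected inhibition of the luciferase reporter signal at the single screening dose is 50% or more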
NR5A2 inv ag – LRH-1 (NR5A2) inverse agonists, primary screen, cell-based, luminescence, HEK293T, StAR-luciferase reporter | AID 602396, 2012 | inhibition, % at 3.6 µM | Nuclear receptor subfamily 5 group A member 2 (Homo sapiens), O00482 | 360,000 tested, 0.13% active | LRH-1 transfected, 24 h;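 active = inhibition above the mean inhibition of all tested compounds plus 3 SD, cut at about 73% in these data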;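 note: 0% = DMSO wells and 100% = reporter-only cells lacking LRH-1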
Numbers without * were called inactive; nt = not tested or not shown. Not all compounds are listed (hit frequency here may not be typical).

SMILES	TWEAK Fn14 block	NCOA3 inh	SRC1 inh	C8 TRAIL sens	NR2F2 inh	TLR9-MyD88 inh	NOD2-RIPK2 inh	NCOA2 inhibitor	LMP1 NFkB inh	TROY signal inh	NR5A2 inv ag
Cc1ccc(C)c(NC(=O)C(c2ccccc2)N2CCN(CC(=O)N3CCOCC3)CC2)c1 (stereo unspecified)	7	3	-12	2	3	-4	-6	-6	-3	-12	0
Cc1ccc(S(=O)(=O)N2CCC(=O)N(C(COCc3ccc(C(F)(F)F)cc3)C(C)C)CC2)cc1 (stereo unspecified)	-4	10	5	1	nt	-13	1	nt	1	9	-4
COc1cccc(C2CC(c3ccccc3)Nc3ncnn32)c1 (stereo unspecified)	-2	1	-15	1	-8	-3	-3	-30	0	-18	1
CSCC[C@H](NC(=O)C(C)Oc1ccc(Cl)cc1)c1nc2ccccc2[nH]1 (stereo partly specified)	1	3	11	7	2	-6	-6	5	5	-1	11
COc1ccc(Cl)cc1NC(=O)c1cc(-c2ccc(C)cc2O)n[nH]1	-22	-6	1	12	2	10	-3	-2	1	-12	4
COC(=O)c1ccc2c(=O)n(CC3CCCO3)c(SCC(=O)NCCc3ccc(S(N)(=O)=O)cc3)nc2c1 (stereo unspecified)	-5	5	12	-6	5	0	-1	-7	-6	6	-7
Cc1cc(NC(=O)CSc2nc3c(cc2C#N)CCC3)no1	1	-77	-106	36	-36	5	1	-58	-16	-59	-161
Cc1ccc(CNC(=O)C2CCN(S(=O)(=O)c3cccc4nonc34)CC2)cc1	-31	6	4	-16	7	-7	-4	-5	4	-5	-20
CCOC(=O)Nc1cccc(Nc2ccccc2)c1	-2	-11	-12	-13	-3	0	6	-35	-1	-9	-10
Cc1ccc(-c2csc3nnc(SCc4csc(C)n4)n23)cc1	-10	-16	-11	-2	8	-4	8	-13	-3	1	7
COc1ccc(OCC2NCCc3cc(OC)c(OC)cc32)cc1 (stereo unspecified)	13	-10	12	-1	2	-8	-7	12	13	2	4
CCc1nc2c(OCc3cc(Cl)cc(Cl)c3)cccn2c1N(C)C(=O)CC(C)C	5	-12	3	17	16	nt	-1	17	nt	42	-17
CCOC(=O)C/C(=N\Nc1ncnc2ccccc12)c1ccccc1	-10	-72	-77	-6	-23	-4	-10	-24	-25	-57	-86
CCN1CCN(c2nc3c(C)cccn3c(=O)c2/C=C(\C#N)S(=O)(=O)c2ccc(Cl)cc2)CC1	4	1	-18	-12	7	10	6	-22	3	-13	3
COc1ccc(-c2cc(C(F)(F)F)nc(SCCC(=O)N3CCN(C)CC3)n2)cc1	-3	18	1	18	-1	2	-3	4	-2	0	-3
CCN(CC)CCCNC(=O)c1[nH]c(C)c(C(=O)NC2CCCCC2)c1C	-12	13	1	-6	0	-3	-7	6	7	8	7
O=[N+]([O-])c1ccc(S(=O)(=O)NCCN2CCOCC2)cc1	12	1	2	-2	11	-4	1	2	1	15	0
C#CCOCCOCCOCCNc1nc(N2CCN(C(=O)[C@H](CCCCN)n3cc(CCC(=O)O)nn3)CC2)nc(N2CCN(C(=O)[C@H](CCCCN)n3cc(CC(C)O)nn3)CC2)n1 (stereo partly specified)	-3	-4	-1	6	-7	-12	-9	8	4	-1	-3
CC(C)(C)c1ccc2c(c1)OC(C(=O)N/N=C/c1ccc([N+](=O)[O-])o1)CO2 (stereo unspecified)	1	5	-7	-6	22	nt	-10	15	nt	-7	-15
CC(N=C1NS(=O)(=O)c2ccccc21)C(=O)NCc1ccc2c(c1)OCO2 (stereo unspecified)	-23	16	19	6	-2	-1	-6	-36	-8	16	-2
Cc1ccc(NC(=O)CSc2nnc(/N=C/N(C)C)s2)cc1	-15	-9	-6	-3	-3	7	-17	6	-1	4	1
O=C(CN(C(=O)C1CSC(=O)C1)c1ccc(F)cc1)NCc1ccc2c(c1)OCO2 (stereo unspecified)	12	11	-4	-2	6	6	-7	2	2	-5	5
COc1ccccc1C(CC(=O)c1ccccc1)C(=O)c1ccccc1 (stereo unspecified)	nt	nt	nt	21	0	nt	-16	8	nt	nt	1
CCOC(=O)c1ccc(N2C(=O)CC(N3CCC(C(N)=O)(N4CCCCC4)CC3)C2=O)cc1 (stereo unspecified)	1	26	3	-11	2	7	-1	-3	-8	-2	-1
CCCCCCSc1nc(O)c(C2OC(=O)c3c2ccc(OC)c3OC)c(=O)n1CC (stereo unspecified)	41	6	7	-12	7	0	-12	7	3	20	6
Cc1ccc(S(=O)(=O)N2CCCN(S(=O)(=O)c3ccc(C(F)(F)F)cc3)CC2)cc1	-53	4	-6	13	-12	-4	-2	2	-12	10	-5
CCOC(=O)CCc1c(C)c2ccc3c(c2oc1=O)CN(CCCO)CO3	-10	-3	5	-12	6	-7	-8	0	1	2	11
Cc1cccc(-c2c3c(nc4c2c(=O)n(C)c(=O)n4C)-c2ccccc2C3O)c1 (stereo unspecified)	-13	11	-5	2	21	5	-7	1	-8	-12	-13
CCOC(=O)C1CCCN(c2c(NCCN(C)Cc3ccccc3)c(=O)c2=O)C1 (stereo unspecified)	-12	-8	24	0	-8	5	-2	-3	-2	-16	15
Cc1ccc(C)c(S(=O)(=O)N(C)C2(C)CCS(=O)(=O)C2)c1 (stereo unspecified)	-8	8	-3	-4	-3	0	8	16	3	-10	4
CSc1ccc(/C=N/n2c(C)cc(C)cc2=O)cc1	12	14	-10	3	20	-6	2	11	-15	1	8
CCn1c(C)c(C)c2cc(C(=O)NC3CCCCCC3)ccc21	-52	-14	-22	13	-3	3	-4	4	-5	-53	-14
Oc1cccc(-c2nc3ccccc3s2)c1	54*	-143	-100	48	-29	-17	-3	-27	-13	16	-100
CC(NC(=O)c1ccc(CS(C)(=O)=O)cc1)C1CC2CCC1C2 (stereo unspecified)	4	12	-7	-2	8	-5	-18	4	-2	-11	4
CCOC(=O)N1CCN(CC(=O)Nc2cc(OC)c(OC)cc2C#N)CC1	-13	-10	6	-4	7	-17	-9	-5	4	-16	-16
COc1ccc(NC(=O)c2cc3ccccc3o/c2=N\NS(=O)(=O)c2ccc(C)cc2)cc1	-5	-81	-97	24	-34	-6	-12	-71	-11	14	-104
S=C(NCC1CCCO1)Nc1ccccc1Cl (stereo unspecified)	-8	16	-7	-8	7	-1	-12	-37	2	-13	-5
COc1ccccc1CNC(=O)CCn1c(=O)sc2ccccc21	-20	-2	-5	-9	4	7	-5	-8	1	-2	2
CCN(CC)c1ncnc2c1cnn2Cc1ccc(Cl)cc1	8	3	-6	-4	-3	-8	-8	-11	9	13	-7
COc1ccc(S(=O)(=O)CCC(=O)Nc2ccc(OC)cc2OC)cc1	-5	6	5	-6	-3	1	7	1	3	13	14
Cc1cc(C)c(S(=O)(=O)Nc2ccc[nH]c2=O)c(C)c1	6	8	4	-1	-11	-1	-5	12	-5	1	9
Cc1cc(SCC(=O)OCC(=O)NC(C)c2ccccc2)c(C)cc1Br (stereo unspecified)	-21	8	-11	-6	-8	-3	-6	-18	-14	3	4
CCc1c(C)nc2ncnn2c1N1CCN(S(=O)(=O)c2ccc(OC)cc2)CC1	27	15	6	30	10	-11	-2	-4	18	-1	15
COc1ccc(/C=C(/NC(=O)c2ccc(C)cc2)C(=O)N2CCCC2)cc1OC	3	1	8	6	-12	-8	5	17	1	27	-15
Cc1ccccc1CN1CCC(n2nccc2NC(=O)CCCc2ccccc2)CC1	-1	11	12	1	-2	10	-2	-8	-14	1	-6
CC(C)c1ccc(NC(=O)c2ccc3snnc3c2)cc1	-41	-94	-174	-1	-33	-1	-15	-53	-29	-54	-73
CCn1cnc2c(NCCc3cccnc3)nc(C#N)nc21	6	-10	4	-14	6	3	-4	2	3	-3	-4
CN(CCOc1ccccc1)CC(=O)Nc1ccc(Cl)c(S(=O)(=O)N(C)C)c1	-7	15	0	5	10	2	-8	18	4	7	10
CC(c1nccs1)N(C)C(=O)CCc1nnc(Cc2c[nH]c3ccccc23)o1 (stereo unspecified)	-2	14	2	12	12	3	-4	3	-7	6	17
Cc1ccc(CN2CC(C(=O)Nc3cccc(S(=O)(=O)N4CCCCC4)c3)CC2=O)cc1 (stereo unspecified)	27	17	11	17	4	15	-5	10	5	16	16
O=C1CCCC2=C1C(c1cccs1)Nc1ccc3ncccc3c12 (stereo unspecified)	15	11	3	-10	-34	6	-8	-24	3	37	7
Cc1cc(C)nc(NC(=NCc2ccc3c(c2)OCO3)NC(=O)Nc2ccccc2)n1	-40	0	9	-3	0	-9	2	-18	13	0	9
Cc1c(NCc2nc3ccccc3[nH]2)c(=O)n(-c2ccccc2)n1C	-32	-7	-28	-3	-14	-6	6	-11	-10	-33	-9
S=c1[nH]c2cnc(Cl)nc2[nH]1	-25	-19	-7	8	9	-11	-7	12	0	0	17
COc1cc(OC)c2c(-c3ccccc3)cc(=O)oc2c1C(CC(=O)N1CCOCC1)c1ccc2c(c1)OCO2 (stereo unspecified)	0	-2	-16	11	-3	-2	0	4	-6	-3	-13
CCN1C(=O)CS/C1=N\S(=O)(=O)c1ccc(C)cc1	8	13	9	-17	3	-1	-10	-16	-3	-3	6
COc1ccc(-c2cc(N)n(S(=O)(=O)c3c(F)c(F)c(F)c(F)c3F)n2)cc1OC	51*	-43	-16	20	-16	18	59*	-48	16	9	-16
CCCCNC(=S)Nc1ccccc1Cc1ccccc1	-12	23	16	9	-5	1	-7	-14	-5	-3	-8
CCOC(=O)c1c(C)oc(NC(=O)COc2ccc(Cl)cc2C)c1C#N	7	-12	6	-7	7	-3	1	14	-14	27	-2
CN1C(=O)C(O)(CC(=O)c2ccc(F)cc2)c2cc(Br)ccc21 (stereo unspecified)	-1	9	-13	-4	-3	0	-3	6	-11	-3	-2
CC1CC(C)CN(C(=O)C(C)N(C)CC(=O)Nc2ccc(Cl)cc2)C1 (stereo unspecified)	-13	4	-33	4	13	-11	6	9	-9	-8	-13

Some of the entries above in another layout:
compound | TWEAK Fn14 block | NCOA3 inh | SRC1 inh | C8 TRAIL sens | NR2F2 inh | TLR9-MyD88 inh | NOD2-RIPK2 inh | NCOA2 inhibitor | LMP1 NFkB inh | TROY signal inh | NR5A2 inv ag
Cc1cc(C)c(S(=O)(=O)Nc2ccc[nH]c2=O)c(C)c1 | 6 | 8 | 4 | -1 | -11 | -1 | -5 | 12 | -5 | 1 | 9
Cc1cc(SCC(=O)OCC(=O)NC(C)c2ccccc2)c(C)cc1Br (stereo unspecified) | -21 | 8 | -11 | -6 | -8 | -3 | -6 | -18 | -14 | 3 | 4
